Bioassay records deposited in PubChem BioAssay by several laboratories.
NOD1 NF-kB reporter: inhibition of NOD1-driven NF-kB reporter – cell-based, luminescence, uHTS, primary screen (AID 1578); actives 1% (n = 290,000); inhibition, % at 4 µM, or EC50 in µM where a hit was titrated; NOD1-driven NF-kB luciferase reporter cells, luminescence; higher % means a stronger effect; in the data active means inhibition mostly above about 36%, no sharp cut-off; inactive means mostly below about 34%;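 further: HEK-293T reporter cells stimulated with the NOD1 agonist gamma-tri-DAP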
P. falciparum M17LAP: P. falciparum M17LAP inhibitors, primary screen, biochemical, fluorogenic H-Leu-NHMec substrate, 1536-well (AID 1619); recombinant M17LAP, H-Leu-NHMec fluorogenic kinetic assay; higher % means a stronger effect; one-dose inhibition, % at 30 µM; IC50 in µM for titrated hits; actives 0.38% (n = 220,000);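 active means compound inhibiting the enzyme by more than half at any dose during confirmatory dose-response retesting; inconclusive means strong single-dose inhibitors picked by rank but not retested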;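 further: plate controls were full reaction with DMSO carrier for no effect and no enzyme background for full effect; strong numbers were not always called active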
Insulin prom up: MIN6 insulin promoter up-regulation | MIN6 insulin promoter-GFP reporter, high-content imaging; stronger effect = higher value | z-score at 5 µM | actives 0.3% (n = 190,000) | AID 1625;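 active means z-score above 3 at 5 µM with at least 500 cells counted in the well; inconclusive means wells under 500 cells, flagged as cytotoxic or low count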
b-catenin transl: beta-catenin nuclear translocation modulation | actives 0.3% (n = 190,000) | HeLa beta-catenin nuclear translocation, immunofluorescence imaging | nuclear translocation activity, % at 5 µM;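 active means nuclear translocation activity above 50% at 5 µM, with a well cell count of 50 or more; inconclusive means wells under 50 cells across six images, flagged as toxic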;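 further: per-cell ratio of nuclear to cytoplasmic median beta-catenin stain intensity; plate controls were DMSO negative control for no effect and GSK-3 inhibitor IX positive control for full effect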
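Technique: fluorescence imaging of beta-catenin antibody stain plus DAPI / Material: human HeLa cell line / Incubation: compound treatment 24 h, 37°C, 5% CO2 / Read-out basis: % activation of per-cell nuclear versus cytoplasmic median beta-catenin signal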
Dynein transport: dynein cargo transport inhibition; 3617.4 mouse cells, GR-EGFP nuclear translocation imaging; test concentration mostly 20 µM; stimulated with dexamethasone, 1 µM; stronger effect = lower value; z-score, hits read low; actives 0.47% (n = 220,000); AID 1381;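 active means plate z-score of nuclear minus cytoplasmic receptor signal below a set negative limit, without overly bright fluorescence or cell loss, cut at about -3.5 in these data, passing the limit was not always enough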;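 further: z-score of nuclear minus cytoplasmic ring GR-EGFP intensity difference per well; some compounds called inactive have numbers as strong as hits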
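medium = tetracycline-free induction medium containing charcoal-stripped FBS | probe or stimulus = dexamethasone, 1.0 µM final | timing = 48 h induction, then 1 h compound, then 30 min agonist, 37 °C | detection = automated 10x imaging of fixed Hoechst-stained cells | read-out basis = nuclear versus cytoplasmic GR-EGFP signal, averaged per well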
Yfh1-off respiration: mitochondrial function rescue without frataxin homolog – Friedreich's ataxia, plus single-dose screen, dose response (AID 1465) | S. cerevisiae Yfh1-off respiration, WST-1 reduction, 72 h; higher fold induction means a stronger effect | actives 0.074% (n = 220,000) | one-dose fold induction at 50 µM; EC50 in µM for titrated hits;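 active means fold induction of absorbance versus untreated yeast above a set limit, then at least 30% activation at any dose in follow-up; inconclusive means repeats straddling the limit, or above it without dose testing; inactive means fold induction below the set limit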;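 further: activators that raise dye reduction in frataxin-depleted yeast; strong numbers were not always called active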
MT stabilizer: stabilizes microtubules in HeLa cells; HeLa tubulin immunostaining HCS, 24 h; share of cells brighter than vehicle mean+2SD; % tubulin-high responders, % at 10 µM; actives 0.83% (n = 200,000); AID 2205;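 active means plate Z-score above 3 for both tubulin-high and condensed-nucleus cell shares, with cell loss under 80%, at 10 µM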;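 further: anti alpha tubulin signal scored within the nucleus-defined area of each cell; some results filed as inactive read as strong as hits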
HEK293 NOD2/NF-kB: NOD2 signaling inhibitors, cell-based, luminescence, uHTS, HEK293 (AID 1566). HEK293 NOD2/NF-kB luciferase reporter, luminescence; higher % means a stronger effect. inhibition, % at 4 µM, or EC50 in µM where a hit was titrated. actives 0.63% (n = 290,000); in the data active means inhibition above about 50%; further: many of its hits are not listed in these tables
Autophagy HCS: autophagy modulation, high-content screen; MEF GFP-LC3 puncta imaging; test concentration mostly 10 µM; calls only at 10 µM (by protocol); actives 0.98% (n = 190,000);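 active means percentage of spot-positive cells more than 3 SD above its plate mean, without a fluorescence outlier flag or 80% toxicity; inconclusive means no clear call, values can overlap the other calls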;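 further: spot-positive cell cutoff set from DMSO-treated cells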
Dynein transport cytoplasmic EGFP: second read-out of Dynein transport, no call of its own (marks repeat the call); z-score; measured here: cytoplasmic GR-EGFP intensity; stronger effect = higher value
Dynein transport nuclear GR-EGFP: also measured in Dynein transport; calls as there; z-score; measured here: nuclear GR-EGFP intensity;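 lower value marks the stronger effect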
Dynein transport cell count: recorded beside Dynein transport, whose call it bears; z-score; measured here: cell count per field
Insulin prom up cell count: also measured in Insulin prom up; calls as there; cell count; measured here: cytotoxicity, nuclei count;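 total cells summed across four imaged fields per well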
b-catenin transl cell count 5 µM: further read-out of b-catenin transl, marked with its call; cell count; measured here: cell count, cytotoxicity flag
MT stabilizer Hoechst-high %: also measured in MT stabilizer; calls as there; % Hoechst-high responders; measured here: nuclear condensation Hoechst responders;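 share of cells brighter than vehicle mean plus two SD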
MT stabilizer cytotoxicity %: second read-out of MT stabilizer, no call of its own (marks repeat the call); toxicity, %; measured here: cytotoxicity by cell density;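 0% = mean cell density of plate MIN control wells and 100% = no cells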
Autophagy HCS cell loss 18 h: further read-out of Autophagy HCS, marked with its call; toxicity, %; measured here: cell loss, nuclei count;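 cell loss after 18 h compound exposure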
* hit, by the source's call. An excerpt; count on the stated rates, not on these rows.

Results for Cc1ccccc1CN1CCN(C(=O)c2cccc(F)c2)CC1 ?
NOD1 NF-kB reporter: -5%; P. falciparum M17LAP: 7%; Insulin prom up: -0.6; b-catenin transl: 0.6; Dynein transport: -0.45; Yfh1-off respiration: inactive; MT stabilizer: 3.2; HEK293 NOD2/NF-kB: 4%; Autophagy HCS: inactive; Dynein transport cytoplasmic EGFP: -0.25; Dynein transport nuclear GR-EGFP: -0.2; Dynein transport cell count: -0.014; Insulin prom up cell count: 1302; b-catenin transl cell count 5 µM: 979; MT stabilizer Hoechst-high %: 1.2; MT stabilizer cytotoxicity %: 5.3; Autophagy HCS cell loss 18 h: -6

Results for O=C1Nc2ccc(Br)cc2C1(O)Cc1ccncc1 (stereo not given) ?
NOD1 NF-kB reporter: -21%; P. falciparum M17LAP: 1%; Insulin prom up: 0.3; b-catenin transl: 1.2; Dynein transport: -1.1; Yfh1-off respiration: inactive; MT stabilizer: 2.2; HEK293 NOD2/NF-kB: -5%; Autophagy HCS: inactive; Dynein transport cytoplasmic EGFP: -0.25; Dynein transport nuclear GR-EGFP: -0.35; Dynein transport cell count: 1.1; Insulin prom up cell count: 1400; b-catenin transl cell count 5 µM: 1065; MT stabilizer Hoechst-high %: 0.3; MT stabilizer cytotoxicity %: 33; Autophagy HCS cell loss 18 h: 3

How did CCO[C@H]1OC(C(=O)N2CCN(Cc3ccc4c(c3)OCO4)CC2)=C[C@@H](C(C)(C)C)[C@@H]1CCCO do in these assays?
NOD1 NF-kB reporter: -11%; P. falciparum M17LAP: -1%; Insulin prom up: 0.21; b-catenin transl: -3.8; Dynein transport: -0.35; Yfh1-off respiration: inactive; MT stabilizer: 3.8; HEK293 NOD2/NF-kB: 7%; Autophagy HCS: inactive; Dynein transport cytoplasmic EGFP: -0.18; Dynein transport nuclear GR-EGFP: 0.17; Dynein transport cell count: -0.065; Insulin prom up cell count: 1373; b-catenin transl cell count 5 µM: 1162; MT stabilizer Hoechst-high %: 0.8; MT stabilizer cytotoxicity %: 5.5; Autophagy HCS cell loss 18 h: 4

What do the screens show for `COc1ccc(C)cc1NC(=O)N1CCCc2ccccc21`?
NOD1 NF-kB reporter: -13%; P. falciparum M17LAP: 3%; Insulin prom up: 0.21; b-catenin transl: 1.2; Dynein transport: -0.46; Yfh1-off respiration: inactive; MT stabilizer: 1.4; HEK293 NOD2/NF-kB: -4%; Autophagy HCS: inactive; Dynein transport cytoplasmic EGFP: -0.11; Dynein transport nuclear GR-EGFP: -0.093; Dynein transport cell count: 0.75; Insulin prom up cell count: 1377; b-catenin transl cell count 5 µM: 990; MT stabilizer Hoechst-high %: 1.7; MT stabilizer cytotoxicity %: 0.3; Autophagy HCS cell loss 18 h: 0

Results for CCCCn1c(SCC(=O)c2ccc(OC)cc2OC)nc2cc(S(N)(=O)=O)ccc21 ?
NOD1 NF-kB reporter: -24%; P. falciparum M17LAP: 4%; Insulin prom up: -0.42; b-catenin transl: -2.5; Dynein transport: -0.57; Yfh1-off respiration: inactive; MT stabilizer: 2.9; HEK293 NOD2/NF-kB: 32%; Autophagy HCS: inactive; Dynein transport cytoplasmic EGFP: -0.056; Dynein transport nuclear GR-EGFP: 0.086; Dynein transport cell count: 0.38; Insulin prom up cell count: 1417; b-catenin transl cell count 5 µM: 978; MT stabilizer Hoechst-high %: 3.3; MT stabilizer cytotoxicity %: 9.2; Autophagy HCS cell loss 18 h: -36

How did COc1ccc(S(=O)(=O)N2CCCC(C(=O)N3CCCCCC3)C2)cc1 (stereo not given) do in these assays?
NOD1 NF-kB reporter: -4%; P. falciparum M17LAP: -6%; Insulin prom up: 0.58; b-catenin transl: -0.8; Dynein transport: -0.84; Yfh1-off respiration: inactive; MT stabilizer: 4.1; HEK293 NOD2/NF-kB: -2%; Autophagy HCS: inactive; Dynein transport cytoplasmic EGFP: -0.19; Dynein transport nuclear GR-EGFP: -0.19; Dynein transport cell count: 0.11; Insulin prom up cell count: 1335; b-catenin transl cell count 5 µM: 1121; MT stabilizer Hoechst-high %: 1.4; MT stabilizer cytotoxicity %: 1.4; Autophagy HCS cell loss 18 h: 0

How did CCOP(=O)(c1ccc(N(C)C)cc1)C(O)c1ccncc1 (stereo not given) do in these assays?
NOD1 NF-kB reporter: 3%; P. falciparum M17LAP: 9%; Insulin prom up: 1.6; b-catenin transl: -2.3; Dynein transport: 1.7; Yfh1-off respiration: inactive; HEK293 NOD2/NF-kB: -4%; Dynein transport cytoplasmic EGFP: -0.21; Dynein transport nuclear GR-EGFP: 1.3; Dynein transport cell count: -0.76; Insulin prom up cell count: 1080; b-catenin transl cell count 5 µM: 1380

Results for CC(=O)NC1(C(F)(F)F)C(=O)Nc2c1c(=O)[nH]c(=O)n2-c1ccccc1 (stereo not given) ?
NOD1 NF-kB reporter: -6%; P. falciparum M17LAP: 0%; Insulin prom up: -0.67; b-catenin transl: 0.2; Dynein transport: 0.44; Yfh1-off respiration: inactive; HEK293 NOD2/NF-kB: 1%; Dynein transport cytoplasmic EGFP: -0.7; Dynein transport nuclear GR-EGFP: 0.44; Dynein transport cell count: -0.46; Insulin prom up cell count: 1097; b-catenin transl cell count 5 µM: 1334

What do the screens show for `CN1C(=S)SC(/[N+]([O-])=C\c2cccs2)C1(C)C` (stereo not given)?
NOD1 NF-kB reporter: -23%; P. falciparum M17LAP: 2%; Insulin prom up: 0; b-catenin transl: -1.4; Dynein transport: 2; Yfh1-off respiration: inactive; MT stabilizer: 3.4; HEK293 NOD2/NF-kB: 7%; Autophagy HCS: inactive; Dynein transport cytoplasmic EGFP: -0.2; Dynein transport nuclear GR-EGFP: 0.42; Dynein transport cell count: -0.75; Insulin prom up cell count: 1406; b-catenin transl cell count 5 µM: 1183; MT stabilizer Hoechst-high %: 1.6; MT stabilizer cytotoxicity %: 0.9; Autophagy HCS cell loss 18 h: -2

Results for CC1CC(C)CN(CC(O)COCCOc2ccc(Br)cc2)C1 (stereo not given) ?
NOD1 NF-kB reporter: 3%; P. falciparum M17LAP: 10%; Insulin prom up: -0.87; b-catenin transl: -2.0; Dynein transport: 0.013; Yfh1-off respiration: inactive; MT stabilizer: 3.8; HEK293 NOD2/NF-kB: -20%; Autophagy HCS: inactive; Dynein transport cytoplasmic EGFP: -0.09; Dynein transport nuclear GR-EGFP: -0.14; Dynein transport cell count: 0.072; Insulin prom up cell count: 1352; b-catenin transl cell count 5 µM: 976; MT stabilizer Hoechst-high %: 3.5; MT stabilizer cytotoxicity %: 3.1; Autophagy HCS cell loss 18 h: 4

Results for COc1ccc(CCN(Cc2cc3cc(C)cc(C)c3nc2Cl)C(=O)C2CC2)cc1 ?
NOD1 NF-kB reporter: 15%; P. falciparum M17LAP: 13%; Insulin prom up: -0.31; b-catenin transl: 3.7; Dynein transport: -0.53; MT stabilizer: 2.2; HEK293 NOD2/NF-kB: 15%; Autophagy HCS: inactive; Dynein transport cytoplasmic EGFP: -0.18; Dynein transport nuclear GR-EGFP: -0.011; Dynein transport cell count: 0.51; Insulin prom up cell count: 1395; b-catenin transl cell count 5 µM: 1355; MT stabilizer Hoechst-high %: 2.1; MT stabilizer cytotoxicity %: 4.2; Autophagy HCS cell loss 18 h: -20

Results for COc1cccc(NC(=O)CNC(=O)c2cccs2)c1 ?
NOD1 NF-kB reporter: -11%; P. falciparum M17LAP: 19%; Dynein transport: -0.97; Yfh1-off respiration: inactive; MT stabilizer: 2.9; HEK293 NOD2/NF-kB: -5%; Autophagy HCS: inactive; Dynein transport cytoplasmic EGFP: -0.2; Dynein transport nuclear GR-EGFP: -0.65; Dynein transport cell count: 0.025; MT stabilizer Hoechst-high %: 1.8; MT stabilizer cytotoxicity %: 7.5; Autophagy HCS cell loss 18 h: -2

Results for Cn1ncc2c(Nc3ccccc3Br)ncnc21 ?
NOD1 NF-kB reporter: -2%; P. falciparum M17LAP: 10%; Insulin prom up: 0.09; b-catenin transl: 0.7; Dynein transport: -0.64; Yfh1-off respiration: inconclusive; MT stabilizer: 5.7; HEK293 NOD2/NF-kB: 10%; Autophagy HCS: inactive; Dynein transport cytoplasmic EGFP: -0.21; Dynein transport nuclear GR-EGFP: -0.0063; Dynein transport cell count: 0.62; Insulin prom up cell count: 1877; b-catenin transl cell count 5 µM: 1016; MT stabilizer Hoechst-high %: 1.8; MT stabilizer cytotoxicity %: 10; Autophagy HCS cell loss 18 h: -4

What do the screens show for `Cc1sc2nc(-c3cccs3)nc(N3CCCN(C)CC3)c2c1C`?
NOD1 NF-kB reporter: -3%; Insulin prom up: -3.7; b-catenin transl: -0.5; HEK293 NOD2/NF-kB: -14%; Insulin prom up cell count: 709; b-catenin transl cell count 5 µM: 860

How did COc1cc(/C=C/C(=O)c2cccc([N+](=O)[O-])c2)cc(OC)c1OC do in these assays?
NOD1 NF-kB reporter: -16%; P. falciparum M17LAP: 0%; b-catenin transl: -0.6; Dynein transport: -2.6; Yfh1-off respiration: inactive; MT stabilizer: 1.9; HEK293 NOD2/NF-kB: 19%; Autophagy HCS: inactive; Dynein transport cytoplasmic EGFP: 0.32; Dynein transport nuclear GR-EGFP: -1.6; Dynein transport cell count: 0.044; b-catenin transl cell count 5 µM: 918; MT stabilizer Hoechst-high %: 2.4; MT stabilizer cytotoxicity %: 6.8; Autophagy HCS cell loss 18 h: -2
